MOR-DOR ag – agonists of human mu-delta opioid receptor heterodimerization; AID 504326; activation, % at 9.3 µM; actives 0.3% (n = 340,000); cells, OPRM1-OPRD1 heterodimerization, luminescence; P35372+P41143; in the data active means activation above about 18%;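 further: 0% = vehicle-treated cells and 100% = reference agonist; values of inactives mirror those of a sister screen read the other way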
LANA DNA inh – inhibitors of KSHV LANA C-terminal domain DNA binding; MBP-C-LANA/FAM-LBS DNA binding, fluorescence polarization; inhibition, % at 9 µM; actives 0.078% (n = 340,000);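 active means highest replicate inhibition at or above 60% at 9 µM, even if other replicates fall short; inactive means all replicates below 60% inhibition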;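 further: 0% = neutral control wells and 100% = 4 µM acridine orange control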
V-ATPase pHluor – alters yeast V-ATPase proton transport; actives 0.37% (n = 350,000); response, % at 10 µM; S. cerevisiae, pHLuorin cytosolic pH fluorescence; AID 504577; in the data active means response mostly above about 7.3%, no sharp cut-off; inactive means mostly below about 5.4%; further: actives read high; inactives centre near 0; some compounds called inactive have numbers as strong as hits; reference of the scale not given here
Keap1-Nrf2 PPI – Keap1-Nrf2 (human) interaction inhibition. Keap1 Kelch-Nrf2 peptide fluorescence polarization, 1536-well. inhibition, % at 9.4 µM. actives 0.15% (n = 340,000); in the data active means inhibition above about 12%;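 further: human Keap1 Kelch domain with fluorescein labeled Nrf2 9mer peptide probe; 0% = neutral control wells and 100% = peptide positive control; higher means more block of Keap1 binding to Nrf2 peptide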
MOR-DOR inv ag – inverse agonist of human OPRM1-OPRD1 heterodimerization; P35372+P41143; cell-based MOR-DOR heterodimer luminescence, inverse agonism; inhibition, % at 9.3 µM; actives 0.21% (n = 340,000); in the data active means inhibition above about 22%, passing the limit was not always enough;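 further: 0% = cells with DMSO and 100% = wells without cells with DMSO; values of inactives mirror those of a sister screen read the other way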
DSG3 Ab inh – inhibitors of pemphigus antibody binding to human desmoglein-3. P32926. DSG3-coupled beads, scFv-anti-DSG3-GFP binding, flow cytometry; active compounds read low. binding (percent of control), % at 10 µM. actives 0.48% (n = 310,000). AID 588358;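 active means binding more than 3 SD below its plate's average and above zero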;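 further: hits lower antibody fragment binding to DSG3; some compounds called inactive have numbers as strong as hits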
Target sequence (P32926 whole entry, looked up, the tested form may be a part): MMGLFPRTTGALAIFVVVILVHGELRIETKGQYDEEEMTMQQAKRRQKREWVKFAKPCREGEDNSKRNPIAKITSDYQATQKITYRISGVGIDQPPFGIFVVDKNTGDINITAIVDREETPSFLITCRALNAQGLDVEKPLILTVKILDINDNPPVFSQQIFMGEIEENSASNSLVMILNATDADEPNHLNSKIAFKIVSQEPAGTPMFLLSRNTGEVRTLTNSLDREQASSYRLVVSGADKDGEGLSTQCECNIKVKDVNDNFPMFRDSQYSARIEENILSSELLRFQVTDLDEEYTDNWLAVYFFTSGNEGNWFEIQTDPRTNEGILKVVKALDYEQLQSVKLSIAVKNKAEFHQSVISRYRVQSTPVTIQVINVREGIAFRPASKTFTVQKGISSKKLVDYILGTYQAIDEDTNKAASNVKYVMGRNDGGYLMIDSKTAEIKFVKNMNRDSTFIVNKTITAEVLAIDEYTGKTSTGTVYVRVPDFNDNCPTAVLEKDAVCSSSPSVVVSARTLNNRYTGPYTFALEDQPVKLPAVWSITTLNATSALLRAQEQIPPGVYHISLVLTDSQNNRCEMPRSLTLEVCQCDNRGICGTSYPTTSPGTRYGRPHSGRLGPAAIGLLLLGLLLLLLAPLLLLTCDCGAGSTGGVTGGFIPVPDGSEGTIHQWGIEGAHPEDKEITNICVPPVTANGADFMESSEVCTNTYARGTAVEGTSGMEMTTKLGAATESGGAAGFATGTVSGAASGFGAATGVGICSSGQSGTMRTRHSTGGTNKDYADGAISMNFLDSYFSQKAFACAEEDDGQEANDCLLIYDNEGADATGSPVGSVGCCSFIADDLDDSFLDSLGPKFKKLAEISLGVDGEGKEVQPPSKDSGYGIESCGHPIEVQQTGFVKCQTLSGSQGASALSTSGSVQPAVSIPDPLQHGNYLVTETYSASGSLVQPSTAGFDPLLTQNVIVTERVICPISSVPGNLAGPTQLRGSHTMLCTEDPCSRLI
Arr AP2 block – inhibitors of human beta-arrestin and AP2 interaction; FITC-arrestin peptide / GST-AP2 beads, flow cytometry; AP2 beta2 appendage carries R879A mutation; inhibition, % at 10 µM; actives 0.31% (n = 340,000); AID 504490;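 active means inhibition above a set limit, near 3 SD of compounds lacking own fluorescence, cut at about 54% in these data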;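 further: plate controls were DMSO wells for no effect and 5 µM unlabelled arrestin peptide for full effect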
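test system = AP2 appendage R879A on GSH beads | buffer or medium = PBS plus Tween 20 (0.05%) and BSA (0.1%) | incubation = 12 min plus 1 h, RT | detection = bead flow cytometry, FITC channel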
cardiac RTF act – cardiac RTF calcium sensitization | P19429+P45379 | IANBD-labeled TnC RTF fluorescence at EC20 calcium; 0% EC20 calcium, 100% full calcium | activation, % at 7.2 µM | actives 0.24% (n = 340,000);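 active means activation above the mean over all tested compounds plus 3 SD, cut at about 30% in these data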;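 further: rise in fluorescence read as greater calcium sensitivity of cardiac thin filaments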
Wnt act – activators of Wnt/beta-catenin signaling; AID 743398; activation, % at 9.35 µM; actives 1.2% (n = 300,000); Wnt/beta-catenin reporter cell assay, activator, plate reader; in the data active means activation above about 30%, passing the limit was not always enough;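 further: 0% = neutral control wells and 100% = positive control wells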
RTF Ca sens inh – cardiac RTF calcium desensitization; P19429+P45379; IANBD-labeled cardiac RTF, Ca2+ fluorescence; inhibition, % at 7.15 µM; actives 0.12% (n = 340,000);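 active means inhibition above the mean inhibition of all tested compounds plus 3 SD, cut at about 17% in these data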;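 further: assay run at fixed EC70 calcium of 1.6 mM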
Starred values were filed as active, the others as inactive; x = not tested or not shown.

SMILES	MOR-DOR ag	LANA DNA inh	V-ATPase pHluor	Keap1-Nrf2 PPI	MOR-DOR inv ag	DSG3 Ab inh	Arr AP2 block	cardiac RTF act	Wnt act	RTF Ca sens inh
Cn1c(NC(=O)c2ccccc2F)c(-c2cccs2)c(=O)c2ccccc21	1.7	x	3	1	-9	x	5	1	33*	-2
O=C(CSc1nc2ccccc2c(=O)n1Cc1ccco1)N1CCCCCC1	-1.0	1.6	3	-7	5	98	-3	2	x	-8
Cc1ccc(/C=N/Nc2nncn2N)cc1	8.2	-0.2	3	-6	-36	110	5	-7	0	-6
OCCN1CCN(CC(O)COc2ccc3ccccc3c2)CC1 (centres undefined)	2.1	0.6	-2	-6	-12	102	7	3	-8	-8
c1ccc(-n2nnnc2NC2CCCCCC2)cc1	-0.5	0.3	2	-3	3	100	-49	-2	-4	-1
NNC(=O)CN1C(c2ccc(Br)cc2)=Nc2ccc(Br)cc2C1c1ccccc1 (centres undefined)	-0.2	0.6	-1	0	1	103	-13	-1	-5	-11
COCCn1c(SCC(=O)N2CCOCC2)nnc1-c1ccncc1	-0.5	-0.3	-5	3	3	96	10	-6	-5	4
O=C(Cn1nnc2c(sc3nc4c(c(-c5ccccc5)c32)CCC4)c1=O)c1ccccc1	-0.7	-3.9	-3	0	4	97	-3	1	x	0
CCCN(CC(=O)Nc1ccccc1OC)C(=O)c1ccncc1	1.1	1.2	-3	-4	-8	x	10	-1	-2	4
COc1ccc(Cl)cc1C=CC=Nc1ccc(S(N)(=O)=O)cc1	0.7	-1.5	-2	0	-3	102	41	1	-7	-10
Cc1ccccc1NC(=S)Nc1ccc(Br)cc1	0.3	-0.1	1	-2	-2	107	45	18	2	-3
CC(=O)c1ccc(OCC(C)C)c(CN2CCCCC2)c1	0.3	-3.7	-1	-6	-1	x	-4	0	-1	-4

Full records as entered above:
`c1ccc(-n2nnnc2NC2CCCCCC2)cc1` across the screens: MOR-DOR ag = -0.5; LANA DNA inh = 0.3; V-ATPase pHluor = 2; Keap1-Nrf2 PPI = -3; MOR-DOR inv ag = 3; DSG3 Ab inh = 100; Arr AP2 block = -49; cardiac RTF act = -2; Wnt act = -4; RTF Ca sens inh = -1
`Cc1ccccc1NC(=S)Nc1ccc(Br)cc1` across the screens: MOR-DOR ag = 0.3; LANA DNA inh = -0.1; V-ATPase pHluor = 1; Keap1-Nrf2 PPI = -2; MOR-DOR inv ag = -2; DSG3 Ab inh = 107; Arr AP2 block = 45; cardiac RTF act = 18; Wnt act = 2; RTF Ca sens inh = -3

Next compounds.
SMILES	MOR-DOR ag	LANA DNA inh	V-ATPase pHluor	Keap1-Nrf2 PPI	MOR-DOR inv ag	DSG3 Ab inh	Arr AP2 block	cardiac RTF act	Wnt act	RTF Ca sens inh
CCc1nnc(NC(=O)Cc2c[nH]c3ccccc23)s1	0.5	-2.9	0	-2	-3	100	-9	4	1	1
Cc1c(C(=O)OCC(=O)NCc2ccco2)cccc1[N+](=O)[O-]	-1.7	0.7	-5	-5	7	x	-6	6	4	-1
O=C(/C=C/Nc1ccc(S(=O)(=O)Nc2ncccn2)cc1)c1ccc(Cl)c(Cl)c1	-0.6	20	1	15*	3	110	-3	3	-2	4
Cc1c(Cl)ccc2sc(N3CCN(C(=O)C4=COCCO4)CC3)nc12	-0.6	-0.1	2	6	4	104	-6	-3	1	-1
C/C(CC(=O)NC1C2CC3CC(C2)CC1C3)=N\NC(=O)Cc1cccs1 (centres undefined)	-1.2	0.1	3	-1	7	128	-13	-1	-3	-1
CCOc1ccc(C(=O)N2CCCCCC2)cc1	-4.3	0.7	-2	1	20	107	30	-3	x	-6
COc1cc(S(=O)(=O)n2cnc(C)c2)ccc1Br	-1.4	-0.1	-2	-1	8	110	-5	5	-1	-18
CCN(C(=O)COC(=O)CN1C(=O)c2ccccc2C1=O)c1ccccc1	-2.2	0.4	-1	2	9	112	-6	-6	3	9
CC(C(=O)NCC1CCCCC1)N1CCN(S(=O)(=O)/C=C/c2ccccc2)CC1 (centres undefined)	1.1	2.0	5	2	-6	122	30	6	x	0
CCN1C[C@@H]2[C@@H]3C(=O)N(Cc4ccccc4)C(=O)[C@@H]3[C@](C)(C1=O)N2C(=O)c1ccc(C(C)(C)C)cc1	-0.1	-1.5	2	-4	1	100	7	2	0	8
COc1ccc(C2C3=C(CCCC3=O)N(CC(=O)O)C3=C2C(=O)CCC3)cc1Cl	-1.0	1.2	4	6	5	105	7	3	0	-8
Cc1nc(CC(=O)N/N=C/c2ccc(OCC(=O)O)cc2)cs1	0.4	0.7	8	-2	-2	97	4	2	3	-2
Nc1ccn(C2CCCO2)c(=O)n1 (centres undefined)	-2.3	-1.4	-2	1	12	91	16	-2	-3	4
Cc1cccc(NC(=O)c2nc[nH]c2C(=O)Nc2ccccc2[N+](=O)[O-])c1	0.4	-1.2	-1	0	-2	89	17	0	x	-6
Nc1nc2n(n1)C(c1ccccc1)CC(c1ccc(F)cc1)N2 (centres undefined)	-3.4	0.0	1	-3	17	112	5	-5	-2	-6
CC1CN(C(=O)COC(=O)c2cccc(NS(=O)(=O)c3ccccc3)c2)CC(C)O1 (centres undefined)	-0.6	-0.4	-2	3	3	101	4	-3	2	-16
Cc1cc(OCC(=O)NC2CCN(Cc3ccccc3)CC2)c2c(C)cc(=O)oc2c1	-0.2	9.6	2	-2	1	94	-4	-3	0	-6
CCOC(=O)Cc1cc(=O)n(-c2nc3ccccc3s2)[nH]1	-2.3	3.9	-3	0	13	112	21	-1	x	0
COc1cc(/C=C/c2cc(C(=O)O)c3ccccc3n2)ccc1OC(F)F	-3.3	0.7	-2	-4	17	98	10	0	0	3
O=C(N/N=C/c1ccccn1)c1cccc([N+](=O)[O-])c1	-3.9	-1.6	0	1	19	108	42	-1	-1	-7
Clc1ccc(Oc2cnns2)c(Cl)c1	-0.2	0.8	0	-9	1	112	-2	5	-2	-5
O=C(NCC1CCCO1)c1ccc(COc2ccc(Cl)cc2)cc1 (centres undefined)	-1.8	-0.3	3	-2	8	103	14	-2	0	7
CSc1cc(C)c(OCC(=O)Nc2c(C)nn(C)c2C)c(C)c1	-1.2	-1.3	0	-3	6	103	6	2	0	-11
CN(C1CCCCC1)S(=O)(=O)c1cccc2nsnc12	-4.3	0.0	2	-2	22	100	-24	-3	0	-13
CC(C)n1ncc2c(C(=O)NCCc3ccc(F)cc3)cc(C3CC3)nc21	3.5	0.4	2	4	-19	122	-6	-8	-1	-4
Cc1ccc(S(=O)(=O)N2CCC(C(=O)OCC(=O)N3CCCC(C)C3)CC2)cc1C (centres undefined)	-0.5	-6.8	1	-5	3	92	1	-6	0	9
c1ccc2[nH]c(CSc3nc4ccccc4s3)nc2c1	1.2	-0.7	2	-15	-6	107	25	1	x	1
COc1cc(-c2cc3nc4ccccc4n3c(N)c2C#N)cc(OC)c1OC	4.6	1.7	2	-3	-25	99	-2	-5	2	-1
Clc1ccccc1Cc1noc(CN2CCN3CCCC3C2)n1 (centres undefined)	-1.5	-0.5	1	2	8	108	52	4	1	-5
Cc1ccc(N=C2NC(=O)/C(=C\c3cccs3)S2)cc1C	0.1	-0.1	1	-3	-1	x	4	9	-8	-12
Cc1ccc2c(c1)C(O)(c1c(C)[nH]c3ccccc13)C(=O)N2 (centres undefined)	-1.3	0.2	-1	-1	8	103	-7	6	0	3
CCCC(O)(CCC)C(=O)NNc1ccccc1	-4.1	0.9	0	1	17	116	3	2	x	-10
COc1cccc(-c2nnc(SCC(=O)N3CCCC3=O)n2-c2ccccc2)c1	2.0	-0.7	-2	1	-13	87	-1	8	0	-4
CC(OC(=O)c1cc[n+]([O-])cc1)C(=O)NCc1ccccc1 (centres undefined)	5.5	-6.3	3	-1	-35	99	10	14	-1	-16
COc1ccc(NC(=O)C#Cc2ccccc2)cc1	-1.6	-1.1	6	-6	9	110	1	-3	14	0
O=C(CCCCCn1nnc2ccccc2c1=O)Nc1ccccc1Cl	0.3	-2.2	-2	-4	-2	97	-15	11	1	-11
CCN(CC)c1ccc(C(=O)OCC(=O)Nc2ncccn2)cc1	-0.9	1.5	-1	-3	5	128	-11	-3	-3	1
CCn1c(/C=N/NC(=O)c2ccc(OC)cc2)nc2ccccc21	-0.8	1.8	7	0	4	104	-3	-5	-11	0
CCOC(=O)C1CCCN(/C=C2\SC(=S)N(CC)C2=O)C1 (centres undefined)	-1.8	0.1	-3	-3	9	x	3	3	1	-3
CCCCNc1c(-c2ccc(Sc3ccc(OC)cc3)cc2)nc2cc(C)ccn12	3.4	1.0	8	0	-19	98	-10	5	2	-5
N/C(=N\OC(=O)c1ccc2ccccc2c1)c1ccccn1	4.2	0.1	8	-1	-22	96	4	4	-26	-9
CCC(=O)Nc1ccc2c(c1)Cc1cc(NC(=O)CC)ccc1-2	-5.0	1.0	-1	-2	22	85	-20	6	2	-1
CCOC(=O)C1=C(C)N(CCCCCC(=O)O)C(=O)NC1c1ccc([N+](=O)[O-])cc1 (centres undefined)	-2.8	0.0	-4	-7	15	97	10	8	-3	-15
C[n+]1cccc(C(=O)NNC(=O)C23CC4CC(CC(C4)C2)C3)c1	-2.8	0.4	-3	-4	14	85	32	0	-1	-11
COc1cc(/C=N/NC(=O)Cn2ccc(C(F)(F)F)n2)cc(OC)c1OC	-4.5	-1.8	-2	-2	21	106	-2	-2	3	-9
Cc1cc(NC(=O)CSc2c(C)[nH]c3ccccc23)no1	-0.7	1.0	0	0	4	101	3	-2	0	0
CCc1ccccc1NS(=O)(=O)c1ccc2c(c1)C(C)(C)C(=O)N2C	-1.5	-1.3	-5	-1	8	107	4	-2	5	3
CC(C)=C(NC(=O)c1ccccc1)C(N)=O	-2.3	0.6	-4	1	12	110	10	-4	-1	-13
O=c1c(C(c2ccc(Cl)cc2)c2c(O)nc3n(c2=O)CCS3)c(O)nc2n1CCS2	-1.8	-1.4	-2	1	9	113	39	5	-3	2
O=C(Cc1cccs1)NNC(=S)NC(=O)c1ccc(F)c(F)c1	0.2	1.5	3	-4	-1	100	6	4	-8	-1
O=C(c1ccco1)N1CCN(C(=O)C2CCN(S(=O)(=O)c3cccc4nsnc34)CC2)CC1	2.8	-2.0	-8	-1	-15	78	3	-3	-5	-5
COc1ccc(C)cc1NC(=O)COC(=O)CCC(=O)c1cccs1	-3.1	-0.8	1	0	12	105	-19	0	1	-8
NC(=O)c1nsc(C(=O)N(Cc2cccnc2)C(C(=O)NCc2ccc(F)cc2)c2ccc(F)cc2)c1N (centres undefined)	2.2	1.1	3	0	-16	105	25	2	1	-4
Cc1cc(C)cc(C(=O)OCC(=O)N2CCCCCC2)c1	-2.5	-1.9	-1	-5	10	x	-4	2	5	-3
Cc1cccc(C)c1N1CCN(S(=O)(=O)N2CCCCC2)CC1	1.3	-0.9	-5	6	-7	157	-27	8	-1	-8
COc1ccc(C2=NOC(CN3C(=O)c4ccccc4S3(=O)=O)C2)cc1 (centres undefined)	0.8	-0.2	-1	-3	-5	106	10	-2	x	-3
Cc1cc(C)cc(N(C(=O)CNC(=O)c2cccs2)C(C(=O)NC2CCCC2)c2cccnc2)c1 (centres undefined)	0.5	0.8	1	-1	-3	83	8	1	-2	-6
